# TDP43 rescue: rescues yeast growth from TDP-43 toxicity | TDP-43 expressing yeast growth rescue, BacTiter-Glo, 24 h | Potency, µM (doses to about 46.1 µM), for the others: top-dose growth rescue (activation), actives largely listed as activators | hit rate 1.8% among 410,000 | AID 652104; further: potency means the concentration at half of the fitted maximal effect; % of control where 0% means no effect; nearly all actives have a fitted effect of over 50% in size
#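 Cell-based yeast growth screen: TDP-43 expression induced in galactose, inoculum OD600=0.02 after raffinose pregrowth to mid-log. Read-out BacTiter-Glo luminescence at 24 hr, 30 deg C; inhibition of toxicity seen as signal increase.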
# PTHR1 ag: activates the human parathyroid hormone receptor PTHR1; Q03431; HEK293 GP2 PTHR1 cells, GloSensor cAMP luminescence, 1 h; Potency, µM (doses to about 115 µM), for the others: at the highest dose activation, actives largely listed as activators; hit rate 0.075% among 410,000; AID 743266; further: potency means the concentration at half of the fitted maximal effect; nearly all actives have a fitted effect of over 55% in size; some results filed as inactive show a strong effect at the top dose; inactives centre near -15; many of its hits are not listed in these tables
# Target sequence (Q03431 whole entry, looked up): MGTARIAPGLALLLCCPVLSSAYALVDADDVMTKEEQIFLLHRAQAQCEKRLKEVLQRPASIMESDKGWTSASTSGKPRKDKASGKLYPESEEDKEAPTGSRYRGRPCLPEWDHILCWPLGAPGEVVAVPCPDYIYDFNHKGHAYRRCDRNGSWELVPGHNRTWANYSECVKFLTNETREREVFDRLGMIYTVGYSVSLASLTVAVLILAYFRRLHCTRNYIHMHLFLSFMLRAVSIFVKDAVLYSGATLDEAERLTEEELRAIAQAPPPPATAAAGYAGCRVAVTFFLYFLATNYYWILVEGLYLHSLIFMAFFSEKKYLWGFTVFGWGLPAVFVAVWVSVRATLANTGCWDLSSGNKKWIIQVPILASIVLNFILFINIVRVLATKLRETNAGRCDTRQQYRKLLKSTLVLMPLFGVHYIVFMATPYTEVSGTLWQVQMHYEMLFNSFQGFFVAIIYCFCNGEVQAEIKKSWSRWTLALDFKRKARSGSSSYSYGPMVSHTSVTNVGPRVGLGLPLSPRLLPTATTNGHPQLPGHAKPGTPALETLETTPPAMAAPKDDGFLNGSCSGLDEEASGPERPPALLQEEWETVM
#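 HEK-293-derived GP2 cells expressing PTHR1 and a GloSensor cAMP reporter, 3,000/well, plated overnight, given luciferin plus IBMX (each 0.5 mM as added) for 1 h at 37 °C, then compound for 1 h at 37 °C. Luminescence was read after 15 min at room temperature.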
# GLP-1R inv ag: inverse agonists of human GLP-1 receptor; Potency, µM (titrated, usually from 38.3 µM), inactives show at the top dose activity change, negative = inhibition, most hits filed as inhibitors; hit rate 1.6% among 410,000; HEK293 GLP-1R CRE-luciferase, luminescence, 24 h; GLP-1R form is constitutively active; P43220; further: potency means the concentration at half of the fitted maximal effect; on the % scale 0 is the no-effect control and ±100 the full control effect; nearly all actives have a fitted effect of over 55% in size
# Target sequence (P43220 whole entry, looked up): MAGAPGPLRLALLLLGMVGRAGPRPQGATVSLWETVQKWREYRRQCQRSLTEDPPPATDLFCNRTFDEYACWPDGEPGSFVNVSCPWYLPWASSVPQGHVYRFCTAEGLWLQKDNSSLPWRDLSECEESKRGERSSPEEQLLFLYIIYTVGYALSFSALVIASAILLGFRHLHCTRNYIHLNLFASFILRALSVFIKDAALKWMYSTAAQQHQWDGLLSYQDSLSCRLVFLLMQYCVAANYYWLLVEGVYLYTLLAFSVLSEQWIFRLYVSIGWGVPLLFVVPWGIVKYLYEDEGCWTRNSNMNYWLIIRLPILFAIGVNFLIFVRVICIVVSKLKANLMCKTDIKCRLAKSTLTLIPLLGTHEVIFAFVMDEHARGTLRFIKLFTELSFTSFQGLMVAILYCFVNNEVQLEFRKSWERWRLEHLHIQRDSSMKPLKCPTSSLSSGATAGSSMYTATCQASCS
#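 Luminescence readout: a drop in cAMP-driven luciferase signal flags inverse agonism at a constitutively active GLP-1R stably expressed in HEK293. Compound exposure lasted 24 hr at 37 deg C, 5% CO2.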
# FUS suppressor: rescues growth of FUS-expressing yeast. S. cerevisiae FUS-expressing, growth rescue, OD600, 24 h. Potency, µM (series often up to 76.6 µM), for the others: at the top dose growth rescue (activation), most hits filed as activators. hit rate 0.24% among 390,000;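 further: potency means the concentration at half of the fitted maximal effect; plate controls were DMSO vehicle for no effect and reference control for full effect; nearly all actives have a fitted effect of over 55% in size; some results filed as inactive show a strong effect at the top dose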
#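 Toxicity suppression screen in FUS-yeast. Cells induced with 2% galactose, starting OD 0.005, treated 24hr at 30C with compounds at multiple final concentrations; growth by OD600.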
# Mm-Cpn inhibitor: M. maripaludis TRiC chaperonin inhibition; Potency, µM (titrated, usually from 76.9 µM), without a hit: at the highest dose activity, negative = inhibition, hits mostly inhibitors; hit rate 0.031% among 330,000; purified Mm-Cpn ATPase, ADP Transcreener TR-FRET; further: potency means the concentration at half of the fitted maximal effect; on the % scale 0 is the no-effect control and ±100 the full control effect; nearly all actives have a fitted effect of over 80% in size
#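 Reaction buffer contained 30 mM Tris pH 7.4, 100 mM KCl, 5 mM MgCl2 and 1 mM DTT. Mm-CPN (25 nM final) hydrolysed 10 uM ATP over 30 min at 37°C; ADP was read by HTRF.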
# aSyn rescue: rescues yeast growth from alpha-synuclein toxicity; Yeast expressing alpha-synuclein, growth rescue, BacTiter-Glo, 24 h; Potency, µM (doses to about 46.1 µM), inactives show at the highest dose growth rescue (activation), most hits filed as activators; hit rate 0.14% among 370,000; AID 652106; further: potency means the concentration at half of the fitted maximal effect; % of control where 0% means no effect; nearly all actives have a fitted effect of over 65% in size
#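 Screening used galactose-induced yeast with toxic alpha-synuclein levels, exposed to compound for 24 hr at 30 deg C. Cell growth, read with BacTiter-Glo luminescence, gave the measured signal.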
# GLP1R cytotox: cytotoxicity counter-screen for GLP-1 receptor inverse agonists. HEK293 cAMP-luciferase reporter cells, luminescence, 24 h. Potency, µM (series often up to 38.3 µM), for the others: at the highest dose activity change, negative = inhibition, actives largely listed as inhibitors. hit rate 0.13% among 410,000. AID 624418;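 further: loss of luciferase light is scored as toxicity; potency means the concentration at half of the fitted maximal effect; on the % scale 0 is the no-effect control and ±100 the full control effect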
#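 Quantitative HTS format, 1536 wells, 200 cells/uL seeded. Compounds: 23 nL, 24 h, 37 °C. Detection: luciferase reagent, luminescence at 12 min RT; decreased signal taken as cytotoxic.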
# Abeta yeast res: compounds reversing amyloid beta toxicity in yeast; yeast expressing A-beta42, growth rescue, OD600, 48 h; response scale: 0% DMSO, 100% iron-clioquinol control; Potency, µM (doses to about 46.1 µM), for the others: at the top dose growth rescue, actives largely listed as activators; hit rate 0.063% among 410,000; AID 1347071; further: potency means the concentration at half of the fitted maximal effect; nearly all actives have a fitted effect of over 55% in size
#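 Yeast A-beta toxicity model in growth medium with pinned compounds, 48 h at 30 C; growth read as absorbance at 600 nm. Normalized to FeCl3/clioquinol equimolar mix (positive) and DMSO (negative).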
# pAkt inh: Akt phosphorylation inhibition. Neuro2A IGF-stimulated pAkt S473 HTRF, 20 min; active compounds read low. activity change, % for hits at 50 µM. hit rate 0.32% among 360,000; in the data active means activity change below about -80%; inconclusive means mostly about -51% to -80%; further: on the % scale 0 is the no-effect control and ±100 the full control effect
#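 Neuro2A cells (4,500/well, DMEM with 0.5% FBS) were treated with compound at a single 50 µM final concentration, stimulated with 6 nM IGF for 20 min at 37 °C, and lysed. Phospho-Akt Ser473 was read by HTRF as 665/615 ratio ×10^4.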
# Active calls of the source: *; i = inactive; u = inconclusive; x = no result given; [ ] = another dose, or the depositor's remark. Unless noted, the call rests on the fitted dose curve; in most records, active means well fitted curve in the direction sought with a large enough effect; inconclusive means small, poorly fitted or top-dose-only effect, or another doubt; inactive means no such curve, though single readings can be large; an effect the other way counts as inactive or inconclusive. Only part of the results is shown. The share of hits here may be higher or lower than overall.
SMILES,TDP43 rescue,PTHR1 ag,GLP-1R inv ag,FUS suppressor,Mm-Cpn inhibitor,aSyn rescue,GLP1R cytotox,Abeta yeast res,pAkt inh
C=C(C)c1nc(Oc2ccccc2)nc(Oc2ccccc2)n1,13%,-43%[inhibitor],u,x,x,12%,u,-10%,i
O=C(CSc1nc2c(cnn2-c2ccccc2)c(=O)[nH]1)N1CCCCC1,-7%,-2%,10%,1%,0%,3%,-6%,13%,i
O=C(NN1C(=O)c2ccccc2NC1c1ccc([N+](=O)[O-])o1)c1ccccc1 (stereo not given),-10%[1.82 µM],-6%,11%,5%,1%,5%,-18%,-17%,i
COc1ccc(NC(=O)COc2cccc3c2CCN(Cc2cccnc2)C3=O)cc1,7%,i,5%,x,0%,-1%,9%,-1%,i
Cc1ccc(S(=O)(=O)c2nnn3c2nc(N2CCC(C(N)=O)CC2)c2ccccc23)cc1C,4%,-13%,85%[activator],16%,-1%,-2%,5%,-13%,i
O=C1c2ccccc2C(=O)N1Cc1cc(-c2ccc(Cl)cc2)no1,0%,-11%,2%,8%,x,-1%,9%,17%,i
Cc1ccc(S(=O)(=O)N2CCCCC2)cc1C(=O)OC(C)C(=O)NCC1CCCCC1 (stereo not given),28%,-43%[inhibitor],7.1µM*,-12%,-7%,2%,-4%,10%,i
COc1ccc(C(=O)N(C)c2ccccc2C(=O)NCCc2ccccc2)cc1,-6%,i,u,6%,-7%,-4%,-7%,9%,i
COc1ccc(CNC(=O)C(NC(C)=O)C(=O)Nc2ccc(C(C)C)cc2)cc1 (stereo not given),-2%,i,-10%,10%,-1%,-3%,-15%,3%,i
Cc1ccc(NC(=O)C2CCN(S(=O)(=O)c3cccc4nonc34)CC2)nc1,8%,-56%[inhibitor][57.5 µM],9%,9%,2%,8%,-19%,9%,i
Cc1ccc(O)c(C2=Nc3ccccc3N=C(c3ccco3)C2)c1,7%,i,1%,8%,0%,3%,101%[activator],13%,u
COc1ccccc1NC(=S)c1ccccc1,u,-21%,7%,x,-2%,-9%,-8%,0%,i
CCn1ncc2c(OCc3ccc(C#N)cc3)cc(C)nc21,u,i,-27%,22%,0%,0%,88%[activator],-13%,i
Cc1cc(OCc2nc(-c3cccnc3)no2)c(C)cc1Br,1%,i,5%,-13%,1%,1%,-13%,7%,i
COC(=O)c1ccc(NC2=CC(=O)CC(C)(C)C2)cc1,-5%,i,u,-5%,1%,-7%,-10%,-20%,i

# Some of these compounds in order of their number in Mm-Cpn inhibitor, smallest number first.
mol	PTHR1 ag	GLP-1R inv ag	Mm-Cpn inhibitor	pAkt inh
COc1ccc(C(=O)N(C)c2ccccc2C(=O)NCCc2ccccc2)cc1	i	u	-7%	i
COc1ccc(NC(=O)COc2cccc3c2CCN(Cc2cccnc2)C3=O)cc1	i	5%	0%	i
O=C(NN1C(=O)c2ccccc2NC1c1ccc([N+](=O)[O-])o1)c1ccccc1 (stereo not given)	-6%	11%	1%	i

# (listing goes on)
SMILES,TDP43 rescue,PTHR1 ag,GLP-1R inv ag,FUS suppressor,Mm-Cpn inhibitor,aSyn rescue,GLP1R cytotox,Abeta yeast res,pAkt inh
COc1ccccc1CNC(=O)COC(=O)C12CC3CC(CC(O)(C3)C1)C2,4%,i,-25%,-1%,-1%,-3%,0%,6%,i
Cc1ccc(-n2c(=O)[nH]c3ncccc3c2=O)cc1,1%,i,13%,-28%,-1%,-10%,6%,-11%,i
COc1cc2c3c(c1OC)C1(C=CC(=NNC(N)=O)C=C1)CC3N(C(C)=O)CC2 (stereo not given),-4%,0%,11%,6%,-1%,-7%,-1%,-5%,i
Cc1cc(C)n(CC(=O)n2c3c(c4ccccc42)CCCC3)n1,0%,-9%[57.5 µM],u,41%,-3%,-2%,0%,-8%,i
CCOc1ccc(-c2ccc(NS(=O)(=O)c3cc([N+](=O)[O-])c(C)c([N+](=O)[O-])c3)cc2)nn1,u,i,-11%,33%,0%,-5%,-6%,0%,i
C[C@H](CO)N1C[C@H](C)[C@@H](CN(C)CC2CC2)Oc2c(NS(=O)(=O)c3ccccc3)cccc2C1=O,18%,-22%,20%,6%,0%,-1%,-9%,1%,i
COc1ccc(C(C)(NC(C)=O)c2nc(-c3ccncc3)cs2)cc1 (stereo not given),u,-6%,-2%,-13%,x,0%,2%,1%,i
CC(CC(=O)Nc1cc(C(F)(F)F)ccc1Cl)c1ccccc1 (stereo not given),6%,-19%,u,9%,-2%,-8%,1%,9%,i
Cc1n[nH]c(C)c1CCC(=O)N/N=C/c1c(C)[nH]c2ccccc12,-6%[1.82 µM],i,-3%,10%,-1%,-10%,3%,1%,i
Cn1nc(/C=C/c2ccccc2)ccc1=O,-3%,i,34%[activator],-10%,-5%,-11%,2%,-20%,i
Cc1cccc(-c2nc3c(C#N)c[nH]n3c2NC2CCCCC2)c1,15%[9.22 µM],i,9%,-20%,x,x,-6%,-7%,x
COc1ccccc1C(=O)NNC(=O)c1ccccc1Br,1%,i,-2%,-15%,1%,-2%,7%,-11%,i
O=Nc1c(O)n(Cc2ccc(Cl)c(Cl)c2)c2ccccc12,-92%[inhibitor],i,u,13%,1%,13µM*,-15%,-94%[inhibitor],i
N#Cc1c(N)nc(SC2CCCCC2=O)c(C#N)c1-c1ccco1 (stereo not given),-6%,-14%[57.5 µM],6%,-12%,x,-9%,0%,-3%,i
Cc1ccc(C(=O)N/C(=C/c2ccc(Cl)cc2)C(=O)NCC2CCCO2)cc1 (stereo not given),9%,i,-28%,7%,2%,3%,-5%,4%,i

# Shown as a hit in GLP-1R inv ag, of those listed so far:
Compound	PTHR1 ag	GLP-1R inv ag	Mm-Cpn inhibitor	pAkt inh
Cc1ccc(S(=O)(=O)N2CCCCC2)cc1C(=O)OC(C)C(=O)NCC1CCCCC1 (stereo not given)	-43%[inhibitor]	7.1µM*	-7%	i

# (more compounds)
SMILES,TDP43 rescue,PTHR1 ag,GLP-1R inv ag,FUS suppressor,Mm-Cpn inhibitor,aSyn rescue,GLP1R cytotox,Abeta yeast res,pAkt inh
COc1ccc(OC)c(NC(=O)CSc2nccn2Cc2ccco2)c1,9%,-42%[inhibitor],-23%,11%,0%,8%,-2%,4%,i
O=C(NCCOc1ccccc1)C1Nc2ccc(OC(F)(F)F)cc2C2C=CCC12 (stereo not given),17%,-53%[inhibitor],-28%,7%,x,-2%,10%,4%,i
COCCN(CCOC)Cc1cc(=O)oc2ccc3ccccc3c12,u,-15%,11%,3%,x,4%,-2%,-1%,i
O=C(Nc1cccc2nsnc12)c1ccc(-c2ccc(Br)cc2)o1,-17%,-9%,0%,x,-3%,1%,33%,0%,i
CCOC(=O)c1c(NC(=O)C(C)Sc2cn(CCNC(=O)c3c(F)cccc3F)c3ccccc23)sc2c1CCC2 (stereo not given),9%,-43%,-7%,u,x,x,-5%,0%,x
CCOC(=O)c1ccc(CS(=O)c2ccc(Cl)cc2)o1 (stereo not given),-17%,i,0%,25%,3%,-1%,-14%,-6%,i
Cc1ccc(C23CC4CC(CC(NC(=O)NN)(C4)C2)C3)cc1,u,i,u,14%,-3%,4%,9%,x,i
Clc1ccc(/C=N/Nc2nn[nH]n2)cc1,-14%,-6%,2%,21%,-2%,1%,3%,-11%,i
CC(C)(C)[C@@H]1COC(=O)[C@H](Cc2ccc(F)cc2)CC/C=C\C[C@@H](CC(=O)N(CCO)Cc2ccccc2)C(=O)N1,0%,i,u,45%,1%,4%,-11%,-3%,i
COc1cccc(CC(NC(C)=O)C(=O)NC2CCN(c3nnnn3-c3ccccc3)CC2)c1OC (stereo not given),12%,-5%,20%,-21%,0%,-8%,8%,7%,i
COc1ccc(CCN2C(=O)NC(NC(=O)c3ccccc3OC)(C(F)(F)F)C2=O)cc1OC (stereo not given),4%,-18%,-7%,34%,x,x,-7%,-9%,x
COc1ccc(CNC(=O)CCc2nc3cc(S(=O)(=O)N(C)C)ccc3n2C)cc1OC,8%,i,-3%[0.307 µM],-2%,-2%,2%,5%[0.307 µM],2%,i
O=C(CN1C(=O)CC(c2ccco2)Sc2ccccc21)NC1CCCCC1 (stereo not given),u,-8%,-13%,13%,-3%,7%,0%,-3%,i
O=C(O)CCCCCNS(=O)(=O)c1ccc2c3c(cccc13)C(=O)N2,8%,-24%,4%,6%,-1%,5%,155%[activator],3%,i
COc1cc(C=NN2CCCCC2)cc(OC)c1OC,15%,i,18%,-36%[inhibitor],x,4%,-12%,1%,i
COc1ccc(S(=O)(=O)Nc2cccc(-c3ccc(N4CCCCC4)nn3)c2)cc1F,-17%,-7%,u,u,x,x,-26%,-9%,x
CCN1CCN(C(=O)c2cc3cc(Cl)ccc3[nH]2)CC1,1%,-1%,u,6%,1%,20%,-2%,-16%,i
CCOC(=O)Cn1c(=O)c(-c2ccccc2NCc2ccccc2)nc2ccccc21,-4%,i,-11%,4%,x,-13%,-3%,7%,i

# Bioassay records: PubChem, National Center for Advancing Translational Sciences (NCATS)
